Source: PubChem
Peg3 imprint – inducers of genomic imprint erasure in mouse ES cells. Potency, µM (highest dose often 60.7 µM), for the others: top-dose activity change, positive = activation, hits mostly activators. hit rate 0.02% among 110,000. AID 1948. mouse ES Peg3-LacZ reporter, beta-gal luminescence, 40 h;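 further: 0% = negative control wells on the plate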
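Readout: BetaGlo luminescence (5 min, room temp) for LacZ from the normally silent maternal Peg3 allele in female Peg3LacZ-Neo ES cells. Cells 300/well, 40 h, 37C, 5% CO2. Data normalized per plate to negative controls.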
p53ts 32C tox – cytotoxicity in p53ts cells at permissive temperature. H1299-p53A138V at 32C, ATP luminescence viability, 24 h. Potency, µM (top dose mostly 46.1 µM), for the others: at the highest dose activity change, negative = cytotoxicity, hits mostly cytotoxic. hit rate 0.93% among 130,000. AID 924;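 further: 0% = DMSO and -100% = full killing by reference compound; nearly all actives have a fitted effect of over 55% in size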
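H1299-p53 A138V cells (temperature-sensitive p53) exposed 24 h to up to 46 uM compound at 32C, where p53 is wild-type in conformation. Viability read as ATP luminescence and normalised to DMSO and 100 uM tamoxifen. AC50 fitted with the Hill equation.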
IkB signaling – IkB pathway inhibition in ABC-DLBCL cells. hit rate 0.04% among 110,000. Potency, µM (doses to about 57.1 µM), for the others: at the top dose IkBa stabilization activation. AID 445. ABC-DLBCL IkBa-CBG/CBR dual luciferase ratio, 4 h; response scale: scaled: untreated 0%, proteasome inhibitor 100%; active means well fitted curve in the direction sought with a large enough effect in the signal ratio, not every such curve was filed as active; inconclusive means small, poorly fitted or top-dose-only effect, or a change in a side signal; the % refers to the signal ratio;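 further: the direction sought is a rising ratio; 0% = basal untreated cells and 100% = reference inhibitor full response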
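Luminescence ratio of IκBα-fused green versus native red beetle luciferase in OCI-Ly3 cells, 4 h post-doxycycline with compound; red signal alone, scaled from basal (0%) to zero light (-100%), flagged nonspecific or cytotoxic effects.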
p53ts 39C kill – cytotoxicity in p53ts cells at nonpermissive temperature; H1299-p53A138V viability at 39C, ATP luminescence, 24 h; Potency, µM (highest dose often 46.1 µM), without a hit: top-dose activity change, negative = cell killing, usual class: cytotoxic; hit rate 1.5% among 130,000; AID 902; further: nearly all actives have a fitted effect of over 55% in size
Active calls of the source: *; ? = inconclusive; nt = not tested or not shown; & = joins results of further samples; [ ] = dose if it differs, or a comment. Unless noted, the call rests on the fitted dose curve; in most records, active means well fitted curve in the direction sought with a large enough effect; inconclusive means small, poorly fitted or top-dose-only effect, or another doubt; inactive means no such curve, though single readings can be large; an effect the other way counts as inactive or inconclusive. Unless noted, on the % scale 0 is the no-effect control and ±100 the full control effect; potency means the concentration at half of the fitted maximal effect. Random draw from the library; any-hit rate near 1.7%.

Screens in order – IkB signaling	p53ts 32C tox	Peg3 imprint	p53ts 39C kill
O=C(c1ccc(Cl)s1)N1CCN(c2ccccc2)CC1
 : 2.5%	16%	-7%	21%
CCC(C)C1C(C#N)=C(N)Oc2n[nH]c(C)c21 (stereo unspecified)
 : 31%	-8%	-30%[inhibitor]	?
O=C1NC(=O)[C@@](Cc2ccccc2)(c2cccnc2)N1
 : -1.2%[11.4 µM]	5%[9.22 µM]	-3%[10.9 µM]	-6%[9.22 µM]
O=C(Cn1c(=O)n(Cc2ccc3c(c2)OCO3)c(=O)c2oc3ccccc3c21)Nc1ccc(F)cc1
 : 0.0%	-3%	-14%[10.9 µM]	-29%
CCOC(=O)CSc1nc2sc3c(c2c(=O)n1CC)CCCC3
 : 3.1%	-3%	-7%[10.9 µM]	15%
O=C(CSc1nc2ccccc2c(=O)n1-c1ccccc1)NCc1ccco1
 : -3.4%	-3%	nt	5%
CCN1CCN(C(c2ccc(F)cc2)c2nnnn2Cc2cccs2)CC1 (stereo unspecified)
 : 1.0%	3%	-10%	-7%
Cc1cc(NC(=O)CSc2nnc(-c3ccoc3C)o2)no1
 : 2.2%	6%	nt	-6%
CCOC(=O)c1c(C)c(C(=O)N(C)C2CCCCC2)c(C)n1C
 : -2.0%	5%	-5%	16%
CCn1c(=N)n(CCOc2ccc(OC)cc2)c2ccccc21
 : 4.8%	-6%	-14%	-14%
O=C(c1ccccc1F)N1CCN(c2ccccc2F)CC1
 : -0.4%	2%	3%	-2%
CCOC(=O)c1ccccc1NC(=O)c1ccc(NS(C)(=O)=O)cc1
 : -1.6%	2%	-3%	-4%
CC(n1cnnn1)C12CC3CC(CC(C3)C1)C2 (stereo unspecified)
 : 2.1%	-3%	-12%	0%
Cc1ccc(CCNC(=O)c2ccc3c(c2)N(Cc2cccc(Cl)c2)C(=O)c2ccccc2S3(=O)=O)cc1
 : -1.4%	6%	-13%[10.9 µM]	5%
COC(=O)[C@H]1[C@H]2C[C@@H]3c4[nH]c5cc(OC)ccc5c4CCN3C[C@H]2C[C@@H](OC(=O)c2cc(OC)c(OC)c(OC)c2)[C@@H]1OC
 : 0.7%	-8%	-33%&-26%[inhibitor]	-14%
Cc1cccc(/N=C/c2c(O)c3ccccc3oc2=O)n1
 : ?	0%	-15%	-5%
CCCc1nn(C)c2c(=O)[nH]c(-c3cc(S(=O)(=O)N4CCN(C)CC4)ccc3OCC)nc12
 : nt	10%	-16%&-7%	1%
c1ccc(COc2ccc(OCCn3cncn3)cc2)cc1
 : 0.2%	-27%	-52%[inhibitor]	-26%
COc1ccc(-n2nc(C(=O)Nc3cccc(C)n3)c3c4ccccc4n(C)c3c2=O)cc1
 : 3.1%	2%	-8%[10.9 µM]	23%
Cc1nnc(SCC(=O)NCc2ccco2)[nH]c1=O
 : -0.8%	-26%	-4%	-11%
O=C(Cn1nnc(-c2ccccc2F)n1)Nc1ccc2c(c1)OCO2
 : 0.5%	2%	-1%	0%
CCN(CC)CCCN1C(=O)C(=O)/C(=C(/O)c2ccc(OC)c(Cl)c2)C1c1ccco1 (stereo unspecified)
 : -1.9%	-4%	-9%	-7%
COc1cccc(C(=O)Nc2ccccc2OCc2cc(=O)n3ccccc3n2)c1
 : ?	-8%	8%[10.9 µM]	9%
CCN(C(=O)CCc1nc(-c2ccccc2F)no1)c1cc(OC)ccc1OC
 : 2.7%	-21%	-13%	16%
COc1ccc(CCNC(=O)Cn2c(=O)nc(-c3ccccc3)c3ccccc32)cc1OC
 : -1.6%	5%	-6%[10.9 µM]	-7%
CNC(=O)c1ccc2nc(CCc3ccccc3)oc2c1
 : 0.2%	-10%	-15%[10.9 µM]	-13%
CCOC(=O)N1CCN(c2ccc(C(=O)CC)cc2F)CC1
 : 1.6%	17%	-1%	7%
CC(C)NC(=O)CCNS(=O)(=O)c1ccc(Br)cc1
 : -1.0%	-1%	0%	0%
C[C@@](N)(C(=O)O)c1ccc(C(=O)O)cc1
 : -0.6%&0.2%&1.6%	2%&4%	-4%&1%	-7%&5%
CNC(=O)CSCc1c(F)cccc1Cl
 : nt	5%	nt	16%

Next compounds follow:
Screens in order – IkB signaling	p53ts 32C tox	Peg3 imprint	p53ts 39C kill
CCOC(=O)N1CCN(C(=O)Nc2ccc3nc(C)sc3c2)CC1
 : 0.8%	-1%	-13%	8%
CN(C)CCNC(=O)CN1C(=O)COc2ccc(S(=O)(=O)N3CCCC3)cc21
 : -1.0%	9%	-9%[10.9 µM]	1%
N#CC1=C(N)OC2=C(C(=O)CCC2)C12CCC1(CC2)OCCO1
 : 0.7%	-5%	-3%	10%
COc1ccccc1N1CC(C(=O)OCC(=O)c2ccc(F)cc2)CC1=O (stereo unspecified)
 : -0.4%	-10%	13%	-8%
CCOC(=O)N1CCN(S(=O)(=O)c2ccc(C(=O)Nc3sc4c(c3C#N)CCC4)cc2)CC1
 : -1.3%	-2%	-10%	10%
Cc1cc(C)c(NC(=O)C(=O)NCCc2csc(-c3ccc(F)cc3)n2)c(C)c1
 : -0.1%	0%	-6%[10.9 µM]	-9%
CCOc1ccc2[nH]c(=O)c(CN(Cc3nnnn3Cc3ccccc3)CC3CCCO3)cc2c1 (stereo unspecified)
 : 0.1%	1%	1%	-13%
O=C(O)CCCNS(=O)(=O)c1cccs1
 : 0.0%	1%	-2%	-9%
COc1ccc(CNC(=O)CCn2c(=O)oc3ccccc32)cc1
 : 4.8%	-15%	4%	-4%
CCOP(=O)(c1ccc(N(C)C)cc1)C(O)c1ccccc1OC (stereo unspecified)
 : 1.2%	12%	-10%	6%
CCC(c1nnc(SCC(=O)NCC2CCCO2)n1Cc1ccccc1)N(C)C (stereo unspecified)
 : 0.7%	4%	-13%	-1%
COc1ccc(OC)c(CNC(=O)C2CCN(S(=O)(=O)c3ccc4[nH]c(=O)oc4c3)CC2)c1
 : ?	11%	7%[10.9 µM]	?
COc1ccc2nc(C)cc(C(=O)O)c2c1
 : 0.0%	-20%	?	5%
Clc1cccc(CNc2cc(-c3ccccc3)nc3nncn23)c1
 : 1.9%	-21%	-16%[10.9 µM]	?
CO[C@@H]1COC(=O)[C@H](COCc2ccccc2)NC(=O)C/C=C\[C@@H](C)[C@H](OC)COC(=O)[C@@H](C)NC(=O)C/C=C\[C@H]1C
 : nt	3%[9.22 µM]	nt	12%[9.22 µM]
CC1=C(C(=O)Nc2ccc(Cl)cc2)C(c2ccccc2C)n2ncc(C(=O)Nc3ccc(C)cc3)c2N1 (stereo unspecified)
 : 2.7%	7%	-4%[10.9 µM]	-3%
COc1ccccc1-c1nnn(CC#N)n1
 : -1.5%	4%	1%	9%
COc1ccc(CNC(=O)CN2C(=O)CSc3ccc(S(=O)(=O)N4CCOCC4)cc32)c(OC)c1
 : -3.3%	3%	-13%[10.9 µM]	-17%
O=C(O)Cn1ccnc1[N+](=O)[O-]
 : -0.4%[11.4 µM]	5%[9.22 µM]	-3%[10.9 µM]	-8%[9.22 µM]
CN1CCN(c2ncc3nc(-c4cccs4)c(=O)n(Cc4cccs4)c3n2)CC1
 : -1.5%[11.4 µM]	-7%	-9%	-18%
Cc1ccccc1OCC(=O)Nc1ccc2nc(SCc3ccccc3)sc2c1
 : 0.3%	-7%	?	2%
CCN(CC)CCCNc1sc(S(=O)(=O)c2ccccc2)nc1S(=O)(=O)c1ccc(Cl)cc1
 : ?	-10%	-12%[10.9 µM]	-36%
Nc1nc2ccccc2n1CCN1CCCC1
 : -0.7%	-11%	5%	12%
O=C(COC(=O)c1ccco1)Nc1ccccc1
 : 0.8%	-1%	-8%	3%
CCN(C(=O)Cn1c(=O)n2nc(CCn3nc(C)cc3C)nc2c2ccccc21)c1cccc(C)c1
 : -0.2%	16%	-9%	-1%
CN1C(=O)C(CC(=O)Nc2ccc3c(c2)Cc2ccccc2-3)N(C)C1=O (stereo unspecified)
 : 0.0%	-1%	1%	4%
CC1CCCN(CCCNC(=O)c2ccc3c(c2)N(Cc2ccc(Cl)cc2)C(=O)c2ccccc2S3(=O)=O)C1 (stereo unspecified)
 : ?	?	-12%[10.9 µM]	10µM*
CCNc1ncc2nc(-c3cccc(C#N)c3)c(=O)n(C)c2n1
 : -4.7%[11.4 µM]	-7%	nt	-15%
COc1ccccc1NC(=O)CSc1nnnn1-c1ccc2c(c1)OCO2
 : ?	-5%	-19%	-2%
CCC(=O)Nc1c(-c2cccs2)c(=O)c2ccccc2n1C
 : -1.9%	-9%	8%	10%

(further entries)
Screens in order – IkB signaling	p53ts 32C tox	Peg3 imprint	p53ts 39C kill
CCn1nc(C)c2c(-c3ccccc3)cc(=O)n(C(C)C(=O)Nc3cccc(F)c3)c21 (stereo unspecified)
 : ?	16%	-16%[10.9 µM]	24%
Cc1cc(C)cc(NC(=O)C2CCN(C(=O)c3cnn(-c4ccccc4)c3-n3cccc3)CC2)c1
 : ?	-4%	-10%[10.9 µM]	-21%
Cc1ccc(C)c(NC(=O)CSc2c(C)cnc3c2c(=O)n(C)c(=O)n3C)c1
 : 2.7%	-1%	4%[10.9 µM]	16%
COc1ccc(C2CC(=O)c3cnc4c(-c5ccc(F)cc5)c(C)nn4c3C2)cc1OC (stereo unspecified)
 : -1.6%	-1%	-5%[10.9 µM]	24%
CC(=O)c1cccc(NC(=O)NC2CC3CCCC(C2)N3CC(C)C)c1 (stereo unspecified)
 : nt	10%	nt	23%
CCOc1ccc(OCc2ccc(C(=O)Nc3cccc(C)n3)o2)cc1
 : ?	-17%	-25%	-9%
CCC(CC)c1nn2c(=O)cc(COc3ccc(NC(=O)c4ccccc4C)cc3)nc2s1
 : -1.9%	?	-8%[10.9 µM]	-9%
COC1C(O)CC(=O)OC(C)C/C=C/C=C/[C@@H](OC2CCC(N(C)C)C(C)O2)C(C)C[C@@H](CC=O)[C@@H]1O[C@H]1OC(C)[C@H](O[C@@H]2C[C@@](C)(O)C(O)C(C)O2)C(N(C)C)C1O (stereo partly specified)
 : nt	3%	-13%	5%
Cc1ccc(C)c(CN2C(=O)c3ccccc3S(=O)(=O)c3ccc(C(=O)Nc4cc(F)ccc4F)cc32)c1
 : 0.6%	-3%	-13%[10.9 µM]	-6%
CCc1cc2c3c(c(=O)oc2cc1O)CCCC3
 : -2.0%	12%	-5%	18%
COc1ccc(-c2ccc(-c3noc(-c4ccncc4)n3)c(OC)n2)cc1
 : -2.2%	-1%	2%	-4%
COc1ccccc1Nc1nc2c(s1)CCC2
 : 1.4%	-1%	-15%	-18%
Cc1cccc(N2CCN(C3=C(c4ccccc4)C(=O)c4ccccc43)CC2)c1C
 : ?	15%	-23%[10.9 µM]	-5%
Cc1cc(C(=O)CSc2nnc(-c3ccc(OC(F)F)cc3)o2)c(C)n1Cc1cccs1
 : 0.5%	-9%	-9%	-3%
O=C(c1ccccc1Sc1cccc2ccccc12)N1CCOCC1
 : nt	0%	nt	3%
CCCCOc1ccc(C(=O)N2CCCCCC2)cc1
 : -1.8%	-12%	-47%[inhibitor]	-15%
O=C(Nc1ccccc1-c1ccccc1)NC1CCN(CC(=O)N2CCOCC2)CC1
 : 0.1%	4%	-7%	4%
CSc1ccc(N2C(=O)NC3(CCCCC3)C2=O)cc1
 : -2.1%	-4%	-16%	-5%
COc1ccc(C2C(C#N)=C(N)OC3=C2C(=O)CCC3)c(OC)c1OC (stereo unspecified)
 : -1.6%	27%	-9%	-2%
Cc1ccc(/C=N/NC(=O)C2=NNC(c3ccccc3)(c3ccccc3)C2)c(O)c1
 : nt	-18%	nt	?
N#Cc1ccccc1NC(=O)CSc1nnc(N)s1
 : 1.1%	8%	-14%[10.9 µM]	20%
CCOC(=O)N1CCN(C(=O)C(CC(C)C)NC(=O)C2CCCCC2)CC1 (stereo unspecified)
 : 1.3%	6%	-13%	18%

Some of these compounds in order of count of non-hydrogen atoms, largest number first:
Screens in order – IkB signaling	p53ts 32C tox	Peg3 imprint	p53ts 39C kill
Cc1cccc(N2CCN(C3=C(c4ccccc4)C(=O)c4ccccc43)CC2)c1C
 : ?	15%	-23%[10.9 µM]	-5%
COc1ccc(C2C(C#N)=C(N)OC3=C2C(=O)CCC3)c(OC)c1OC (stereo unspecified)
 : -1.6%	27%	-9%	-2%
CCCCOc1ccc(C(=O)N2CCCCCC2)cc1
 : -1.8%	-12%	-47%[inhibitor]	-15%
